# Assay outcomes from PubChem.
# D2 PAM – positively modulates the human D2 dopamine receptor allosterically; potentiation, % at 10 µM; 340,000 compounds, 0.34% hits; AID 485347; HEK293 T-REx D2, calcium flux, EC20 dopamine potentiation;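 active means potentiation over 3 SD above the plate norm, cut at about 30% in these data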; further: 0% is about no effect
# Target sequence (P14416 whole entry, looked up): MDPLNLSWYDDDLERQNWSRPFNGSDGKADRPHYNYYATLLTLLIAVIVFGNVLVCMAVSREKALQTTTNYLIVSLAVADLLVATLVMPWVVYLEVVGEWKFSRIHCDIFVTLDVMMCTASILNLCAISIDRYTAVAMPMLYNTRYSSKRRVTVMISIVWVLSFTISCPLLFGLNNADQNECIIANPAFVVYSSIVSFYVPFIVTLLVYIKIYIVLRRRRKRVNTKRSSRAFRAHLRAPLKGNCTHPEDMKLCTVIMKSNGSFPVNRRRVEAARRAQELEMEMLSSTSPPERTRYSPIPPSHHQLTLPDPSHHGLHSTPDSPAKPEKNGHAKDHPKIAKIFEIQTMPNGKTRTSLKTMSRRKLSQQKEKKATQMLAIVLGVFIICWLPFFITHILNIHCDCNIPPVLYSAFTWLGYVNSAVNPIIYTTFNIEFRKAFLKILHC
#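 Tetracycline-induced Hek293 Trex D2 cells, force-coupled to calcium, loaded with no-wash calcium dye. Compound added with 180 s kinetic read for agonism, then EC20 dopamine and a further 180 s read for potentiation.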
# RXFP1 agonist – activates the human relaxin receptor RXFP1 | AID 2676 | 370,000 compounds, 0.3% hits | Potency, µM (doses to about 57.5 µM), for the others: top-dose activation, hits mostly activators | HEK293T-RXFP1 cAMP TR-FRET, 30 min; response scale: percent of porcine relaxin response, buffer zero; active means well fitted activation curve with a large enough effect; further: potency means the concentration at half of the fitted maximal effect; on the % scale 0 is the no-effect control and ±100 the full control effect; nearly all actives have a fitted effect of over 60% in size; many of its hits are not listed in these tables
#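 HEK293T cells stably expressing RXFP1 were pretreated with the PDE4 inhibitor Ro 20174, exposed to compounds for 30 min at 37C, lysed, and cAMP was read by TR-FRET. Data normalized to buffer (basal) and 29 nM porcine relaxin (100%).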
# D2 agonist – activates the human D2 dopamine receptor. AID 485358. HEK293 T-REx D2 cells, calcium flux agonist mode. P14416. 340,000 compounds, 0.53% hits. activation, % at 2 µM;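 active means activation over 3 SD above normal in the single-dose calcium agonist read, cut at about 30% in these data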; further: 0% is about no effect
#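 Calcium-flux readout, 1 cycle/sec over 180 s following compound pin transfer, in inducible HEK293 Trex D2 cells (force-coupled); dopamine controls included. Positive calcium responses during this window marked compounds as potential agonists.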
# RXFP1 antag – antagonists of human relaxin receptor RXFP1. Q9HBX9. HEK293-RXFP1, relaxin-stimulated cAMP HTRF, 30 min; active compounds read low. activity change, negative = inhibition, % at 57.5 µM. 350,000 compounds, 0.59% hits. AID 1259400;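 active means activity change of -60% or lower, but not beyond a set lower limit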; further: on the % scale 0 is the no-effect control and ±100 the full control effect
# TRHR enhancer – allosterically enhances the human TRH receptor; P34981; TRHR cells, fluo-8 calcium fluorescence, EC20 TRH enhancement; enhancement, % at 2 µM; 360,000 compounds, 0.66% hits; in the data active means enhancement above about 30%; further: 0% is about no effect
#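 Enhancer read-out: after compound pinning and an initial kinetic agonist-mode read, an EC20 of TRH (10 nM final) was injected and fluo-8 calcium signal (Ex 480/Em 530) followed at 1 s/cycle for 100 cycles in TRHR-expressing cells.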
# D2 antag – antagonizes the human D2 dopamine receptor. P14416. HEK293 TREx D2 cells, calcium flux, dopamine EC80. inhibition, % at 10 µM. 340,000 compounds, 2% hits; in the data active means inhibition above about 30%; further: 0% is about no effect
#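 Tetracycline-induced HEK293 T-REx cells expressing D2 force-coupled to calcium signalling were dye-loaded, exposed to compound for 180 s, then challenged with an EC80 of dopamine; calcium flux was followed kinetically for a further 180 s.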
# D1 agonist – human D1 receptor agonism; activation, % at 2 µM; AID 504660; HEK293 T-REx D1 cells, calcium flux, agonist mode; P21728; 360,000 compounds, 1% hits; in the data active means activation above about 30%; further: 0% is about no effect
# Target sequence (P21728 whole entry, looked up): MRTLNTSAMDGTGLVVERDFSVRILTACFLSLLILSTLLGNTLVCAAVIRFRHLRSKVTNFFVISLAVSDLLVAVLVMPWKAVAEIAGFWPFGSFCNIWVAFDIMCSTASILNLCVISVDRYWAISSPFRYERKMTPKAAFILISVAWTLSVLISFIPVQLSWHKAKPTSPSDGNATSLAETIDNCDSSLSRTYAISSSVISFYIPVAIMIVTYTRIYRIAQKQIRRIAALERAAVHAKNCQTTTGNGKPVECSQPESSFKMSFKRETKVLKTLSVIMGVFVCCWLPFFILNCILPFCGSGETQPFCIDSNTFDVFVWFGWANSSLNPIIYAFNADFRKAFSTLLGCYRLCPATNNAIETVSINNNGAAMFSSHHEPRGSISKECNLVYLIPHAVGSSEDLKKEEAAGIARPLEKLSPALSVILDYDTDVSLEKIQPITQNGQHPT
#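 Inducible HEK293 T-REx D1 cells, force-coupled to calcium signalling, were plated at 4000 cells/well with tetracycline and held overnight at 30 C. After no-wash calcium dye loading, compound-evoked calcium rise over 180 s flagged agonists.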
# D1 potentiator – enhances dopamine response at the human D1 receptor; 360,000 compounds, 0.036% hits; HEK293 TREx D1 cells, calcium flux, dopamine EC20 potentiation; potentiation, % at 10 µM; P21728; in the data active means potentiation above about 30%; further: 0% is about no effect
# D1 antagonist – antagonists of human D1 dopamine receptor. HEK293 TREx D1 cells, calcium flux, dopamine EC80; active compounds read low. activity change, negative = inhibition, % at 10 µM. 360,000 compounds, 3.2% hits; in the data active means activity change below about -30%; further: on the % scale 0 is the no-effect control and ±100 the full control effect
#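 After overnight tetracycline induction at 30 C, force-coupled D1 HEK293 cells took up a no-wash calcium dye at room temperature. Compounds were added and monitored 180 s, and the response to EC80 dopamine was then recorded.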
# Starred values were filed as active, the others as inactive; . = not tested or not shown; & = joins results of further samples.
SMILES,D2 PAM,RXFP1 agonist,D2 agonist,RXFP1 antag,TRHR enhancer,D2 antag,D1 agonist,D1 potentiator,D1 antagonist
CC(=O)C1=C(C)Nc2ncnn2C1c1ccccc1 (configuration not stated),-2,1.3%,0.2,0,2,-16,0,2,6
Cc1ccccc1NC(=S)NN1CCN(C)CC1,14,-1.7%,0.3,3,0,-22,1,-4,8
CCN(CC)c1ccc(NC(=O)Cn2ncc3c(C)n(Cc4ccccc4F)c(C)c3c2=O)c(C)c1,-2&10,-1.5%&-0.4%,-0.4&-0.2,-14&7,2&-1,-4,1&10,4&7,3&-11
NS(=O)(=O)c1ccc(NC(=O)NC2CC(=O)N(c3ccc4c(c3)OCCO4)C2)cc1 (configuration not stated),.,0.7%,.,0,-3,.,3,-2,-2
COC(=O)CCc1nc2cc(Cl)ccc2n(Cc2ccccc2)c1=O,-5,-0.1%,8.9,-2,-3,2,8,-10,-28
Cc1cc2c(ccc3c2no[n+]3[O-])nn1,9,5.5%,0.6,-30,-3,-1,1,-10,2
CCNc1nc(SCC(=O)Nc2ccc(Cl)c(Cl)c2)nc(N2CCOCC2)n1,.,0.5%,-1.9,-13,3,9,1,-7,-13
N#CCCn1cc(C(=O)CN2C(=O)C(=O)N(C3CCCC3)C2=O)c2ccccc21,4,10%,0.6,9,-3,-6,4,7,11
CCCN(C(=O)CSc1nc2cc(S(=O)(=O)N(CC)CC)ccc2o1)C1CCS(=O)(=O)C1 (configuration not stated),8,0.7%,0.5,-5,10,-13,1,1,-6
CC(C)c1ccc(O)c(NC(=O)c2ncn[nH]2)c1,4,1.9%,0.4,1,-4,6,0,-3,19
CNC(=O)COc1ncnc2sccc12,-8,1.2%,1.2,2,4,3,4,7,10
Cc1cc(C)nc(Nc2ccc(N3CCOCC3)cc2)n1,6,-1.7%,-0.7,-10,1,-3,2,9,2
CCCCCCCNC(=O)c1cc(-c2ccncc2)nc2ccccc12,0,-1.4%,0.2,-3,-4,-13,5,5,-5
COc1ccccc1N(C(=O)c1csnn1)C(C(=O)NC1CCCC1)c1ccccc1 (configuration not stated),0,0.3%,0.7,-4,-1,9,2,-8,-1
COc1cc(CN(C(=O)c2cccc(Cl)c2)c2ccccn2)cc(OC)c1OC,9,-2.3%,-0.5,.,1,.,1,2,1
COc1cccc(CNc2ccc(F)c(Cl)c2)c1,-4,-4.0%,-0.7,-14,7,-10,2,-4,-4
CCOC(=O)c1c(C)[nH]c(CCC(=O)Nc2ccccc2OCC)c1C,10,3.5%,-0.8,-10,-3,.,2,-2,-2
COc1ccc(C)c2sc(N3CCN(C(=O)c4cccc(F)c4)CC3)nc12,16,1.8%,0.0,.,8,.,20,-2,.
Cc1nn(-c2ccccc2)c2nc(C3CC3)cc(C(=O)NCc3ccccc3Cl)c12,4,2.9%,1.3,2,-3,.,5,-2,12
COc1cc(OC)c(NC(=O)/C=C/C(=O)O)cc1Cl,6,-0.3%,0.9,3,3,0,0,8,-18
O=C(Nc1nccs1)[C@@H]1CCCN1C(=O)c1cccs1,1,-2.7%,0.3,-2,6,-7,1,2,-2
COC(=O)CCNCCSc1nnc(-c2ccco2)n1Cc1ccccc1,-13,0.9%,2.3,3,-5,33*,1,2,5
CC(=O)c1cc(F)ccc1OCC(=O)N1CCN(c2ccc(F)cc2)CC1,-13,3.6%,0.6,9,1,-9,3,-6,-12
CCOc1ccc(-n2nnc3c(=O)n(CC(=O)c4ccccc4)cnc32)cc1,27,-0.2%,1.3,4,-3,7,5,-8,-4
CCCCCCN1C=CC=C/C1=C\C=C(C#N)C#N,-5,-8.6%,22,-20,-3,-4,64*,7,-7
CN1C(=O)Cc2cc(S(=O)(=O)CCC(=O)N3CCN(c4ccccc4F)CC3)ccc21,0,4.3%,-0.1,.,-8,.,3,-3,6
O=C(O)/C=C\C(=O)Nc1ccccc1C#Cc1ccccc1,9,0.9%,0.5,15,2,-10,3,2,-26
CCc1nccn1CCC(=O)NC1CC(C)(C)Cc2c1cnn2-c1ccc(C)cc1 (configuration not stated),2,0.9%,-0.2,7,0,-27,3,6,-4
Cc1ccc(-n2c(N)c(C(=O)Nc3ccccc3F)sc2=S)cc1C,.,-0.1%,0.9,-32,-14,-1,1,-3,-6
O=C(CCn1cccn1)Nc1ccc2c(c1)OCO2,6,1.5%,0.8,1,-3,-14,3,-2,8

# In the list so far, three contain two or more sulfur atoms.
SMILES,D2 PAM,RXFP1 agonist,D2 agonist,RXFP1 antag,TRHR enhancer,D2 antag,D1 agonist,D1 potentiator,D1 antagonist
CCCN(C(=O)CSc1nc2cc(S(=O)(=O)N(CC)CC)ccc2o1)C1CCS(=O)(=O)C1 (configuration not stated),8,0.7%,0.5,-5,10,-13,1,1,-6
O=C(Nc1nccs1)[C@@H]1CCCN1C(=O)c1cccs1,1,-2.7%,0.3,-2,6,-7,1,2,-2
Cc1ccc(-n2c(N)c(C(=O)Nc3ccccc3F)sc2=S)cc1C,.,-0.1%,0.9,-32,-14,-1,1,-3,-6

# (continued)
SMILES,D2 PAM,RXFP1 agonist,D2 agonist,RXFP1 antag,TRHR enhancer,D2 antag,D1 agonist,D1 potentiator,D1 antagonist
COc1ccc(C2CC(=O)C(C=NCC(C)C)=C(O)C2)cc1 (configuration not stated),5,-0.2%,-0.4,-6,1,-5,7,-2,1
COc1ccc(/C=N/NC(=O)CCC(=O)Nc2ccc(F)cc2)c(OC)c1,0,2.1%,0.0,-5,-7,-5,1,25,-6
CCOC(=O)c1cnn(-c2nc(C)nc3sc4c(c23)CCC4)c1N,-10,0.9%,-0.1,.,-3,10,3,-1,-5
COc1ccccc1NC(=O)CSc1nnnn1-c1ccc2c(c1)OCO2,-8,1.3%,0.4,0,-3,-4,10,-4,-3
CCC(=O)n1nc(-c2ccc(Cl)cc2)nc1SC,-2,-5.3%,-0.5,-2,-1,12,1,-6,-1
CCc1ccc(-c2ccc(C(=O)O)cc2)nc1,0,-0.3%,-1.0,-8,-6,8,4,0,-2
O=C1C(Cl)=C(N2CCOCC2)C(=O)N1c1ccccc1Cl,-5,-0.2%,0.3,-10,-5,0,4,1,-18
CC(=O)N1CCN(c2ccc(NC(=O)c3ccccc3Cl)cc2)CC1,8,-2.6%,1.6,-6,0,1,6,2,8
N#CCCCN1C(=O)C(O)(CC(=O)c2ccc3c(c2)OCCO3)c2ccccc21 (configuration not stated),0,0.6%,0.2,-5,8,0,2,-9,-11
CCn1c(N2CCN(C(=O)c3ccco3)CC2)nc2ccccc21,10,-0.2%,2.2,-6,1,-11,3,-6,8

# An excerpt from above in order of their number in RXFP1 antag, rising.
canonical_smiles,RXFP1 antag
CCc1ccc(-c2ccc(C(=O)O)cc2)nc1,-8
COc1ccc(C2CC(=O)C(C=NCC(C)C)=C(O)C2)cc1 (configuration not stated),-6
N#CCCCN1C(=O)C(O)(CC(=O)c2ccc3c(c2)OCCO3)c2ccccc21 (configuration not stated),-5
CCC(=O)n1nc(-c2ccc(Cl)cc2)nc1SC,-2

# Additional results follow:
SMILES,D2 PAM,RXFP1 agonist,D2 agonist,RXFP1 antag,TRHR enhancer,D2 antag,D1 agonist,D1 potentiator,D1 antagonist
Cc1ccccc1N(C(=O)c1csnn1)C(C(=O)NC(C)(C)C)c1ccncc1 (configuration not stated),3,0.2%,0.2,0,1,13,0,1,-2
Cc1ccc(-c2nc3sccn3c2Nc2ccccc2C)cc1,20,1.0%,.,-5,-15,.,-2,3,5
CC(=O)NNC(=O)CN1C(=O)/C(=C/c2ccccc2)SC1=S,0,3.2%,-4.2,-26,-4,74*,7,0,0
Cc1ccc(N2CC(C(=O)Nc3ccc(S(=O)(=O)Nc4nccc(C)n4)cc3)CC2=O)cc1 (configuration not stated),5,-0.6%,0.5,-5,3,-2,1,-5,0
COc1ccccc1N1CC(C(=O)Nc2nnc(SCC(=O)N3CCOCC3)s2)CC1=O (configuration not stated),4,2.0%,-0.1,-8,3,7,1,-3,20
O=S(=O)(c1ccc(S(=O)(=O)n2cnc3ccccc32)cc1)N1CCCCCC1,-5,2.5%,-0.1,5,0,-16,5,-1,-10
O=S(=O)(c1ccc(Cl)cc1)c1nnn2c1nc(NCc1ccccc1)c1sccc12,-3,3.6%,0.4,15,-5,.,2,-5,1
COc1ccc(NS(=O)(=O)c2cccc(C(=O)NNC(=O)c3cc(S(N)(=O)=O)ccc3OC)c2)cc1,-6,0.5%,-0.3,7,15,-17,0,-1,6
CCn1c(COc2ccccc2Cl)nnc1SCC(=O)Nc1ncccc1C,1,0.4%,0.3,12,5,5,3,-6,17
CC(Sc1nc2ccccc2c(=O)n1CCc1ccc(S(N)(=O)=O)cc1)C(=O)NC(N)=O (configuration not stated),40*,-0.7%,-1.7,7,-2,3,1,1,-5
CN(CC(=O)Nc1cccc(F)c1)C(=O)c1ccccc1OCCOc1ccccc1,14,-1.8%,0.5,-13,-5,5,5,-6,-8
CCOC(=O)C1(Cc2ccc(OC)cc2)CCN(C(=O)c2cncs2)CC1,7,-2.3%,0.8,-14,8,-2,1,4,-3
O=C(CCNS(=O)(=O)c1ccc(Cl)cc1)Nc1ccncc1,-1,-1.2%,-0.5,8,-1,-11,3,-5,-2
CCOc1ccc(NS(=O)(=O)c2csc(C(N)=O)c2)cc1,-6,-0.1%,0.0,-2,-4,0,3,-2,-1
NCCc1nnc(SCc2c(Cl)cccc2Cl)o1,1,-2.4%,0.2,9,2,9,5,1,-1
COc1ccc(CC(NC(C)=O)C(=O)NC2CCN(c3nnnn3-c3ccccc3)CC2)cc1 (configuration not stated),5,-0.3%,-1.7,-10,-3,-6,2,-6,-10
CCCNC(=O)C1CCN(c2cc(C)nc3c(-c4ccc(OC)c(OC)c4)c(C)nn23)CC1,0,0.3%,-1.7,.,11,.,0,2,7
Cc1ccc(C(=O)c2sc(Nc3ccc(F)cc3)c(C#N)c2N)cc1,3,2.9%,-0.7,-14,-2,.,-1,0,-4
O=C(NCc1cccnc1)Nc1cccc(C(F)(F)F)c1,-12,0.6%,0.4,7,2,-10,4,-4,2
CCCn1nnnc1NCc1cccc(OC)c1OCC,10,0.3%,2.1,4,9,-1,4,2,0
NC(=S)N/N=C/c1ccc(-c2ccccc2)o1,-7,1.4%,0.7,-3,-5,4,1,-5,-4
CCCCNS(=O)(=O)c1ccc2nc(-c3cccnc3)cc(C(=O)NCCCN(CC)CC)c2c1,2,3.6%,-0.2,.,-1,5,2,3,9
COc1ccc(CNC(=O)CCC(=O)N2CC3CCCN3c3ccccc32)c(OC)c1 (configuration not stated),-4,0.6%,-0.7,.,5,.,3,-3,-3
O=C(COc1cccnc1[N+](=O)[O-])Nc1cc(S(=O)(=O)N2CCCCC2)ccc1Cl,3,0.0%,-1.1,6,2,3,0,-2,6
CC(C)NS(=O)(=O)c1ccc(OCC(=O)N2CCCC2)c(Cl)c1,-8,2.5%,0.3,-8,-8,-13,-2,3,-11

# These rows are one share of the data; rates above refer to the full screens.
